TRPN1 ag = zebrafish TRPN1 channel agonists, primary screen, cell-based, HEK293, calcium fluorescence; HEK293 zebrafish TRPN1-YFP, Fluo-8 calcium fluorescence; 100% = response to 87 µM carbachol; 0.18% of 220,000 active; transient receptor potential cation channel N1 (TRPN1/NompC), Danio rerio; activation, % at 3 µM; AID 1424, 2008;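 active = activation above its plate's cutoff, the mean activation of test wells on that plate plus 3 SD, cut at about 19% in these data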;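 also: 0% = DMSO alone and 100% = 87 µM carbachol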
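Material: zebrafish TRPN1-YFP in HEK293 cells; Doses: single test compound dose, 3 µM nominal, 0.3% DMSO; Timing: dye loading 1 h at 37 °C, then 30 min room temperature; Technique: intracellular calcium fluorescence with Fluo-8; Benchmarks: high carbachol 87 µM, low DMSO alone.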
EBV gp42 block = Epstein-Barr virus gp42 inhibitors, primary screen, biochemical, uHTS, fluorescence polarization; Fluorescence polarization binding assay, mP read-out; inhibition, % (tested at 21.74 µM); 0.42% of 220,000 active; in the data active = inhibition above about 50%
Target sequence (Q1HVG2 whole entry, looked up): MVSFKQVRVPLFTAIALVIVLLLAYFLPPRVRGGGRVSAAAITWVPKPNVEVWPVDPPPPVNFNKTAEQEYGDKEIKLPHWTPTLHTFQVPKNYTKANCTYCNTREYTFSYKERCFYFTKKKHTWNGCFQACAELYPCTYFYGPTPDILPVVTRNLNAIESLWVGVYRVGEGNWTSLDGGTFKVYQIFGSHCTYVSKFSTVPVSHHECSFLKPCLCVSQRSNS
CHOP inhibitor = inhibitors of CHOP promoter induction, primary screen, cell-based, unfolded protein response, luciferase reporter; CHO-K1 CHOP-promoter luciferase, tunicamycin-induced, 15-18 h; inhibition, % at 10 µM; 3.8% of 220,000 active; AID 2732, 2010;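 active = compounds that reduced the stress-induced luciferase reporter signal by more than about 70% of percent inhibition, limit read from the data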;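 also: 0% = tunicamycin plus vehicle and 100% = wells without tunicamycin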
MDM2 E3 inh = MDM2-luciferase reporter signal enhancers, primary screen, MDM2 E3 ligase inhibitor project, cell-based, luminescence, 1536-well | E3 ubiquitin-protein ligase Mdm2 (Homo sapiens), Q00987 | 0.11% of 210,000 active | cell-based MDM2 ubiquitination luciferase reporter, 2 h; 0 = plate control, 100 = twice control, blank-subtracted | signal enhancement, % at 5 µM;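 active = signal enhancement of 30% or more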;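 also: luminescence tracks abundance of the self-degrading MDM2-luciferase fusion protein; higher signal means inhibition of MDM2 E3 ligase activity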
Target sequence (Q00987 whole entry, looked up, the tested form may be a part): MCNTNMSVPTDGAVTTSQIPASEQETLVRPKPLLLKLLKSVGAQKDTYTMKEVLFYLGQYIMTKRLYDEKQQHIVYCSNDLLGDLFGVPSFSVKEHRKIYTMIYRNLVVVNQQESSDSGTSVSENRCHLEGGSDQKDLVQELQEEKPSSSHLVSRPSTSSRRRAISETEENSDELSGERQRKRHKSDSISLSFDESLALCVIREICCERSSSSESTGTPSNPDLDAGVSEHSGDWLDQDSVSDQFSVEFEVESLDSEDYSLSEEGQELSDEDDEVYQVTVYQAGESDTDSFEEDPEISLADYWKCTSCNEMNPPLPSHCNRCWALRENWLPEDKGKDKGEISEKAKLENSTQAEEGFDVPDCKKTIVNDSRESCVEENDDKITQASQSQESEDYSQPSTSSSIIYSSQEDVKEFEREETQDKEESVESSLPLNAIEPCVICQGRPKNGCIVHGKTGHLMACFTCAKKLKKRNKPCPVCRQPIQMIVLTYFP
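Assay system: stable mammalian line carrying autodegrading MDM2–luciferase fusion reporter; amount: 2000 cells seeded into each well; buffer or medium: DMEM; benchmarks: plate control and blank wells; signal: luciferase luminescence; timing: 2 h compound exposure at 37 °C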
Runt-SMMHC FRET = inhibitors of RUNX1 Runt–CBFb-SMMHC binding, primary screen, biochemical, FRET, Cerulean-Runt, Venus-CBFb-SMMHC, uHTS; Runt-related transcription factor 1 (Homo sapiens) + Core-binding factor subunit beta …; Cerulean-Runt/Venus-CBFb-SMMHC FRET ratio 530/480, 1 h; inhibition, % at 20 µM; 0.74% of 220,000 active;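 active = mean inhibition across duplicate retests at 20 µM reaching about 50%, limit read from the data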;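 also: 0% = DMSO wells and 100% = wells with excess untagged CBFb-SMMHC; inhibitors lower the FRET ratio by blocking Runt binding to CBFb-SMMHC; some results filed as inactive read as strong as hits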
PPC-1+TRAIL kill = compounds killing PPC-1 cancer cells with TRAIL present, primary screen, TRAIL potentiator project, ATPLite luminescence, uHTS | PPC-1 cells + TRAIL, ATPLite viability luminescence | cell killing (% activity), % at 4 µM | 0.41% of 220,000 active;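 active = cell killing above 50% in the first pass at 4 µM, then a duplicate retest at 5 µM averaging 50% or more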;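 also: plate controls were cells with TRAIL plus DMSO for no effect and medium-only wells lacking cells for full effect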
NCF1 inh = p47phox/p22phox peptide binding inhibitors, primary screen, biochemical, uHTS, NADPH oxidase regulatory subunit; Neutrophil cytosol factor 1 (Homo sapiens), P14598; fluorescence polarization, 2 h; inhibition, % at 24.7 µM; 0.53% of 220,000 active; AID 1274, 2008;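 active = inhibition above about 30%, limit read from the data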;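 also: 0% = p47phox with labelled peptide and 100% = labelled peptide alone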
Target sequence (P14598 whole entry, looked up): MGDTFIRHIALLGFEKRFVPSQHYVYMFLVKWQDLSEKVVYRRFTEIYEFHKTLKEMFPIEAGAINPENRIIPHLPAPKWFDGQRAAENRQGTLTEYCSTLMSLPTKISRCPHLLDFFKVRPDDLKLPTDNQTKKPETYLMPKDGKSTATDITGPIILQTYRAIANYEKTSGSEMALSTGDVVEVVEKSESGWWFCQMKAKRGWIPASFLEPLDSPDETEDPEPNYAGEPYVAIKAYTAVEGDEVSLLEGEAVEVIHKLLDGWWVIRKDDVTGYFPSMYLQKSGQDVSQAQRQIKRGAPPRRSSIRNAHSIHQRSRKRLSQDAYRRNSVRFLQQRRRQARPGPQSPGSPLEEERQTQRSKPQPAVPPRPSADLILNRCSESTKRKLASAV
TNF necrop inh = inhibitors of TNF-alpha triggered necroptosis, primary screen, cell-based, Jurkat FADD-/-, single concentration; Jurkat FADD-/- TNF necroptosis rescue, ATP luminescence, 24 h; 0 = TNF only, 100 = no-TNF cells; activation (protection from cell death), % at 10 µM; 0.068% of 220,000 active; AID 463075, 2010;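 active = activation, meaning protection from cell death, of at least 50% relative to plate controls; inactive = activation below 50%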;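 also: necroptosis triggered by 40 ng/mL TNF-alpha added together with compound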
TRPML3 ag = human TRPML3 channel agonists, primary screen, cell-based, HEK293 TRPML3-YFP, Fluo-8 calcium fluorescence, 3 µM; activation, % at 3 µM; 0.29% of 220,000 active; Mucolipin-3 (Homo sapiens), Q8TDD5; 100% = the carbachol control signal;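 active = activation above its plate's cutoff, the mean activation of the plate's test wells plus 3 SD, cut at about 12% in these data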;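 also: 0% = DMSO only wells and 100% = carbachol wells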
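Test system: HEK293 cells stably carrying human TRPML3-YFP; Doses: single dose, 3 µM final nominal compound, 0.3% DMSO final; Schedule: dye loading 1 h 37 °C then 30 min ambient, 125 s read; Technique: Fluo-8 calcium fluorescence; Benchmarks: high control carbachol 87 µM, low control DMSO.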
Starred values were filed as active, the others as inactive.

For COc1cc(C(=O)OCc2ccc([N+](=O)[O-])cc2)cc(OC)c1OC the results were TRPN1 ag 1.1, EBV gp42 block -9.8, CHOP inhibitor -2.2, MDM2 E3 inh 4.3, Runt-SMMHC FRET 1.5, PPC-1+TRAIL kill -11.7, NCF1 inh 3.5, TNF necrop inh 0.6 and TRPML3 ag 0.7.
Cc1cc(CNC(=O)c2cc(-c3ccccc3)nc3ccccc23)nn1C was read as TRPN1 ag 3.6, EBV gp42 block 3.5, CHOP inhibitor 11.5, MDM2 E3 inh -16.1, Runt-SMMHC FRET -7.7, PPC-1+TRAIL kill 40.0, NCF1 inh 0.1, TNF necrop inh -1.5 and TRPML3 ag 1.3.
CCOC(=O)N1CCN(C(=O)C2CCN(S(=O)(=O)c3ccc(F)cc3)CC2)CC1 was read as TRPN1 ag 1.4, EBV gp42 block 0.0, CHOP inhibitor 1.5, MDM2 E3 inh 2.4, Runt-SMMHC FRET 2.8, PPC-1+TRAIL kill -5.7, NCF1 inh 5.3, TNF necrop inh -0.2 and TRPML3 ag 1.4.
For O=C(NCc1nnc(SC/C=C/c2ccccc2)o1)c1ccco1 the results were TRPN1 ag -1.3, EBV gp42 block -17.4, CHOP inhibitor 41.6, MDM2 E3 inh -11.2, Runt-SMMHC FRET 0.9, PPC-1+TRAIL kill -8.8, NCF1 inh -10.1, TNF necrop inh 0.0 and TRPML3 ag -0.1.
Screening COCCn1c(=NC(=O)CSCC(=O)Nc2cc(C)on2)sc2cc(C(=O)OC)ccc21 returned TRPN1 ag 0.5, EBV gp42 block -8.1, CHOP inhibitor -28.4, MDM2 E3 inh -5.3, Runt-SMMHC FRET 3.3, PPC-1+TRAIL kill 2.7, NCF1 inh 2.3, TNF necrop inh 2.7 and TRPML3 ag 0.0.
O=C(CSc1nnc2n(C3CCCCC3)c(=O)c3ccccc3n12)OC1CCCCC1 was read as TRPN1 ag 0.0, EBV gp42 block 3.6, CHOP inhibitor 22.2, MDM2 E3 inh -16.5, Runt-SMMHC FRET 4.3, PPC-1+TRAIL kill -1.4, NCF1 inh -8.5, TNF necrop inh -3.3 and TRPML3 ag 0.7.
For COC(=O)c1cccc(S(=O)(=O)N2CCCCC2)c1 the results were TRPN1 ag 1.4, EBV gp42 block -15.0, CHOP inhibitor 9.3, MDM2 E3 inh -13.7, Runt-SMMHC FRET 2.0, PPC-1+TRAIL kill 12.2, NCF1 inh -5.6, TNF necrop inh 0.2 and TRPML3 ag 0.4.
`COc1ccc(NC(=O)CSc2nccn2-c2ccccc2)c(OC)c1` gave TRPN1 ag 1.4, EBV gp42 block -5.2, CHOP inhibitor 24.1, MDM2 E3 inh 3.1, Runt-SMMHC FRET -0.7, PPC-1+TRAIL kill -5.7, NCF1 inh -9.7, TNF necrop inh 3.3 and TRPML3 ag 0.1.
For Cc1ccc(S(=O)(=O)N(C)CC(=O)OCC(=O)N2CCN(c3ccccc3)CC2)cc1 the results were TRPN1 ag -0.4, EBV gp42 block -30.8, CHOP inhibitor 37.3, MDM2 E3 inh -9.7, Runt-SMMHC FRET -2.8, PPC-1+TRAIL kill -15.4, NCF1 inh -8.8, TNF necrop inh 0.3 and TRPML3 ag 0.5.
Cn1c(=O)[nH]c(=O)c2c1nc(N1CCCC1)n2CCCSc1nnnn1-c1ccccc1 was read as TRPN1 ag 0.7, EBV gp42 block -20.0, CHOP inhibitor -14.2, MDM2 E3 inh -11.3, Runt-SMMHC FRET -1.8, PPC-1+TRAIL kill 10.7, NCF1 inh -17.8, TNF necrop inh 1.1 and TRPML3 ag 0.0.
CC(C)c1ccc(C(=O)NC2=NCCS2)cc1 was read as TRPN1 ag -0.5, EBV gp42 block -0.4, CHOP inhibitor 6.2, MDM2 E3 inh -35.5, Runt-SMMHC FRET -5.9, PPC-1+TRAIL kill 46.4, NCF1 inh -8.6, TNF necrop inh 1.3 and TRPML3 ag 0.6.
Screening CCCCN(C)CCCNC(=O)Cn1c(=O)sc2ccccc21 returned TRPN1 ag -0.1, EBV gp42 block -17.7, CHOP inhibitor -23.3, MDM2 E3 inh -12.4, Runt-SMMHC FRET -2.4, PPC-1+TRAIL kill 9.8, NCF1 inh -9.6, TNF necrop inh 2.0 and TRPML3 ag 0.7.
For Cn1cc(C(=O)c2ccccc2)cc1-c1nc2ccccc2n1C the results were TRPN1 ag 3.8, EBV gp42 block -9.2, CHOP inhibitor 13.7, MDM2 E3 inh -10.4, Runt-SMMHC FRET 4.1, PPC-1+TRAIL kill -1.4, NCF1 inh -14.5, TNF necrop inh -2.0 and TRPML3 ag 0.4.
`O=C(COC(=O)c1c2c(nc3ccccc13)CCCC2)Nc1ccc2c(c1)OCO2` gave TRPN1 ag -0.1, EBV gp42 block -0.3, CHOP inhibitor 9.0, MDM2 E3 inh -0.2, Runt-SMMHC FRET 0.2, PPC-1+TRAIL kill 18.7, NCF1 inh -17.9, TNF necrop inh -9.0 and TRPML3 ag -0.8.
Screening COc1ccc(C(C(=O)NC2CCCC2)N(Cc2cccs2)C(=O)c2ccn[nH]2)cc1OC (configuration not stated) returned TRPN1 ag -0.6, EBV gp42 block -18.4, CHOP inhibitor -17.6, MDM2 E3 inh -11.5, Runt-SMMHC FRET 3.4, PPC-1+TRAIL kill -7.1, NCF1 inh -0.4, TNF necrop inh 1.9 and TRPML3 ag 0.7.
For Cc1cc(F)ccc1NC(=O)C1CCCO1 (configuration not stated) the results were TRPN1 ag -0.6, EBV gp42 block -8.7, CHOP inhibitor -2.4, MDM2 E3 inh 2.1, Runt-SMMHC FRET 1.3, PPC-1+TRAIL kill 15.3, NCF1 inh -1.0, TNF necrop inh 0.0 and TRPML3 ag 0.1.
`Nc1c(-c2ccccc2)cnc2ncnn12` gave TRPN1 ag 1.2, EBV gp42 block 5.8, CHOP inhibitor 2.4, MDM2 E3 inh -17.7, Runt-SMMHC FRET -0.2, PPC-1+TRAIL kill 3.0, NCF1 inh 12.0, TNF necrop inh -0.4 and TRPML3 ag 0.4.
C=CCON/C(CCC)=C1\C(=O)CC(C)(C)CC1=NC was read as TRPN1 ag 0.0, EBV gp42 block -21.9, CHOP inhibitor 9.9, MDM2 E3 inh -2.4, Runt-SMMHC FRET 3.8, PPC-1+TRAIL kill -5.0, NCF1 inh -0.9, TNF necrop inh 0.3 and TRPML3 ag 0.1.
For CCN(C(=O)Nc1ccccc1OC)c1c(N)n(Cc2ccccc2)c(=O)[nH]c1=O the results were TRPN1 ag -0.8, EBV gp42 block -10.1, CHOP inhibitor 8.5, MDM2 E3 inh 2.9, Runt-SMMHC FRET -3.5, PPC-1+TRAIL kill -25.7, NCF1 inh -8.2, TNF necrop inh 0.0 and TRPML3 ag 0.5.
Screening OC(CNCc1ccc2c(c1)OCO2)COc1ccccc1 (configuration not stated) returned TRPN1 ag -0.1, EBV gp42 block -20.2, CHOP inhibitor -20.3, MDM2 E3 inh -3.6, Runt-SMMHC FRET -1.5, PPC-1+TRAIL kill -1.6, NCF1 inh -9.5, TNF necrop inh 6.6 and TRPML3 ag 1.2.
Screening N#Cc1cc(NC2CCCC2)c([N+](=O)[O-])cc1C#N returned TRPN1 ag 0.3, EBV gp42 block -1.6, CHOP inhibitor 37.3, MDM2 E3 inh 8.9, Runt-SMMHC FRET -9.9, PPC-1+TRAIL kill 19.2, NCF1 inh -13.7, TNF necrop inh -1.3 and TRPML3 ag -0.1.
CCCn1cnc2cc(NCc3cccc(OC)c3O)ccc21 was read as TRPN1 ag 1.3, EBV gp42 block -10.8, CHOP inhibitor -7.5, MDM2 E3 inh -5.2, Runt-SMMHC FRET 2.7, PPC-1+TRAIL kill 8.7, NCF1 inh -7.5, TNF necrop inh -3.6 and TRPML3 ag -0.5.
Screening COC(=O)c1ccc(NC(=O)c2cn(-c3cccc(C)n3)cn2)cc1 returned TRPN1 ag 3.0, EBV gp42 block -19.3, CHOP inhibitor -20.9, MDM2 E3 inh -15.7, Runt-SMMHC FRET -2.6, PPC-1+TRAIL kill -2.5, NCF1 inh -29.6, TNF necrop inh 0.7 and TRPML3 ag 1.1.
For COc1ccc(S(=O)(=O)Nc2cc(Cl)ccc2OC)cc1 the results were TRPN1 ag 2.1, EBV gp42 block -2.6, MDM2 E3 inh -17.7, Runt-SMMHC FRET -1.9, PPC-1+TRAIL kill -11.2, NCF1 inh -4.4, TNF necrop inh -7.1 and TRPML3 ag 0.1.
`COc1ccc2nc(/N=C(\N)NC(=O)N3c4ccccc4Sc4ccccc43)nc(C)c2c1` gave TRPN1 ag 0.3, EBV gp42 block -19.8, CHOP inhibitor 77.3*, MDM2 E3 inh -1.9, Runt-SMMHC FRET 12.0, PPC-1+TRAIL kill 38.9, NCF1 inh -39.2, TNF necrop inh 3.9 and TRPML3 ag -0.1.
CC12CN3CC(C)(CN(C1)C3c1ccccc1)C2O (configuration not stated) was read as TRPN1 ag 1.2, EBV gp42 block -3.8, CHOP inhibitor -13.4, MDM2 E3 inh 10.0, NCF1 inh -4.5, TNF necrop inh 1.9 and TRPML3 ag 0.3.
COc1ccccc1NS(=O)(=O)c1ccc(C(=O)OCC(=O)NCc2ccco2)cc1 was read as TRPN1 ag 2.2, EBV gp42 block -2.5, CHOP inhibitor 6.9, MDM2 E3 inh 1.6, Runt-SMMHC FRET -3.9, PPC-1+TRAIL kill 4.8, NCF1 inh 1.9, TNF necrop inh -4.7 and TRPML3 ag 1.2.

Three entries out of the list, arranged by heavy-atom count, descending.
COc1ccccc1NS(=O)(=O)c1ccc(C(=O)OCC(=O)NCc2ccco2)cc1 was read as TRPN1 ag 2.2, EBV gp42 block -2.5, CHOP inhibitor 6.9, MDM2 E3 inh 1.6, Runt-SMMHC FRET -3.9, PPC-1+TRAIL kill 4.8, NCF1 inh 1.9, TNF necrop inh -4.7 and TRPML3 ag 1.2.
`O=C(COC(=O)c1c2c(nc3ccccc13)CCCC2)Nc1ccc2c(c1)OCO2` gave TRPN1 ag -0.1, EBV gp42 block -0.3, CHOP inhibitor 9.0, MDM2 E3 inh -0.2, Runt-SMMHC FRET 0.2, PPC-1+TRAIL kill 18.7, NCF1 inh -17.9, TNF necrop inh -9.0 and TRPML3 ag -0.8.
Screening COC(=O)c1ccc(NC(=O)c2cn(-c3cccc(C)n3)cn2)cc1 returned TRPN1 ag 3.0, EBV gp42 block -19.3, CHOP inhibitor -20.9, MDM2 E3 inh -15.7, Runt-SMMHC FRET -2.6, PPC-1+TRAIL kill -2.5, NCF1 inh -29.6, TNF necrop inh 0.7 and TRPML3 ag 1.1.
